ZTA counter: counter-screen for EBNA-1 inhibitors: inhibitors of Epstein-Barr virus ZTA; inhibition, % at 11 µM; AID 2234; 0.15% of 320,000 active; P03206; ZTA-DNA binding, fluorescence polarization; in the data active means inhibition above about 33%
Target sequence (P03206 whole entry, looked up): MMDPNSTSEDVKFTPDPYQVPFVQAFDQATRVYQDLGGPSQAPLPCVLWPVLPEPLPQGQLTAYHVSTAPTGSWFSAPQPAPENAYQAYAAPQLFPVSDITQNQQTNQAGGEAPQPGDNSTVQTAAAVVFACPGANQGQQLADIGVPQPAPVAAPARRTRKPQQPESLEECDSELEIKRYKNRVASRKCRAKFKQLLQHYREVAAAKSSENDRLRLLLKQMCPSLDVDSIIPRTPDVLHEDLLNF
PP5 inh: blocks human protein phosphatase 5 activity; purified PP5c, OMFP substrate fluorescence; inhibition, % at 6.7 µM; 0.18% of 320,000 active; AID 1987;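 active means inhibition above the campaign's mean inhibition across all tested compounds plus 3 SD, cut at about 9.5% in these data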;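 further: 0% = DMSO only and 100% = 100 µM cantharidin control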
Target sequence (P53041 whole entry, looked up): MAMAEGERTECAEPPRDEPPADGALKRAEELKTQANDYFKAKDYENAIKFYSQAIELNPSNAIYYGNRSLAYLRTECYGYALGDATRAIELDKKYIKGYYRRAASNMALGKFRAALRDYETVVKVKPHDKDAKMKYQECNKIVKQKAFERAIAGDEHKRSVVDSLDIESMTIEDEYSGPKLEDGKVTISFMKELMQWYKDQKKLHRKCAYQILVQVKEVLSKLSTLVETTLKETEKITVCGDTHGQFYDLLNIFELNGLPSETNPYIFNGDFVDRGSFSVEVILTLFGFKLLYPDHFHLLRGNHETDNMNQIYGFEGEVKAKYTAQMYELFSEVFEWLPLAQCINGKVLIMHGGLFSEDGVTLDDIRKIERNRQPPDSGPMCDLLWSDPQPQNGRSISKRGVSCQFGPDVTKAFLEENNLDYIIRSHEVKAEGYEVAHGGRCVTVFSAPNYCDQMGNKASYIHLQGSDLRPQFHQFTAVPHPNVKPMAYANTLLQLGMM
EBNA-1 inh: blocks EBNA-1 binding to DNA | EBNA-1 DNA binding, fluorescence polarization | inhibition, % at 14.8 µM | 0.34% of 300,000 active; in the data active means inhibition above about 28%
CTSL1 counter: blocks F. hepatica cathepsin L1 in PFM18AAP counter-screen. recombinant F. hepatica cathepsin L1, Z-Leu-Arg-MCA fluorescence. inhibition, % at 5.96 µM. 0.49% of 300,000 active;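 active means inhibition above the mean of all tested compounds plus 3 SD, set per screening campaign, cut at about 17% in these data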;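 further: 0% = plate median of test compound wells and 100% = 1 µM Z-Phe-Ala-diazomethylketone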
PP1 counter: blocks human PP1-alpha phosphatase, a PP5 counter-screen. P62136. purified PP1alpha, OMFP fluorescence. inhibition, % at 6.7 µM. 0.9% of 320,000 active. AID 2235;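 active means inhibition above the mean inhibition of all tested compounds plus 3 SD, computed separately for each screening campaign, cut at about 15% in these data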
Target sequence (P62136 whole entry, looked up): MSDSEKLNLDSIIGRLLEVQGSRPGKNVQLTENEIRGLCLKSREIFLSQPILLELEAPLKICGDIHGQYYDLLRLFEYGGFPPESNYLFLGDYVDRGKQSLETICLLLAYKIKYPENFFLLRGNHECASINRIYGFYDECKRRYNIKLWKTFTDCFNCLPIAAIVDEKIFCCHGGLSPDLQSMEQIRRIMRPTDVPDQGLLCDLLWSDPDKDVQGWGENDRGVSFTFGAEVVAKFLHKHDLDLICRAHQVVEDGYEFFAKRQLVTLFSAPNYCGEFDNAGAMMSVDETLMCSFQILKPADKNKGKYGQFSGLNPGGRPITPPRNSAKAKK
PREPL inh: human PREPL enzyme inhibition; recombinant PREPL, fluorescence polarization activity-based probe; inhibition, % at 5.96 µM; AID 2751; 0.68% of 320,000 active; Q4J6C6; in the data active means inhibition above about 43%;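 further: 0% = enzyme with DMSO and 100% = wells lacking enzyme; many of its hits are not listed in these tables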
TPT1 inh: inhibitors of Candida albicans tRNA 2'-phosphotransferase TPT1. recombinant caTPT1, FP RNA substrate dephosphorylation. inhibition, % at 5 µM. 0.81% of 300,000 active;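 active means inhibition above the mean of all tested compounds plus 3 SD, set per screening campaign, cut at about 24% in these data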;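 further: plate controls were DMSO alone for no effect and ferristatin control at 100 nM for full effect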
Efflux pump inh: antifungal efflux pump inhibition, Nile Red retention. S. cerevisiae Candida pump triplex. inhibition, % at 10 µM. 0.44% of 330,000 active;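 active means plate passing quality check with inhibition over a set limit, or well fluorescence over plate mean plus 4 SD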;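 further: Nile Red retained in pooled yeast measured as flow cytometry median fluorescence; 0% = buffer negative control and 100% = Enniatin B positive control; higher means more Nile Red kept so more efflux inhibition; some compounds called inactive have numbers as strong as hits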
HCV core dimer: blocks dimerization of HCV core protein; 0.33% of 300,000 active; inhibition, % at 5 µM; AID 1899; TR-FRET GST/Flag-core106 dimerization, 1536-well;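 active means inhibition above the mean of all tested compounds plus 3 SD, set per screening campaign, cut at about 45% in these data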
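Assay system: tagged HCV core106 pair (GST and Flag); medium: KF-containing HEPES buffer, pH 7.45, DTT, CHAPS, BSA; also added: Eu donor and XL665 acceptor anti-tag antibodies; dosing: 5 µM single dose; timing: compound-protein-antibody incubation 4 h at 22.5 °C; signal: TR-FRET 671 and 617 nm emission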
Active calls of the source: *; nt = not tested or not shown.

SMILES	ZTA counter	PP5 inh	EBNA-1 inh	CTSL1 counter	PP1 counter	PREPL inh	TPT1 inh	Efflux pump inh	HCV core dimer
Cc1cccc(Sc2nc(-c3ccccc3)ncc2C(=O)O)c1	4	-0.8	12	4	2	23	-6	-0.4	5
CC1CCCCN1CCNC(=O)c1cnn2ccccc12 (stereo not given)	4	0.6	9	-1	-1	10	-4	-0.2	-11
COC(=O)N1[C@H](Cc2ccccc2)C=C[C@]1(C)C(=O)O	1	1.7	2	-4	-1	10	0	0.1	-2
O=C(Oc1ccc(Br)cc1)c1cccnc1	-4	0.3	-2	-6	-1	5	-3	0.0	-2
CCN(CC)S(=O)(=O)c1ccc(N=N/C(C(C)=O)=C(/C)O)cc1	10	-1.4	-1	1	-2	4	0	0.1	2
CC(C)(C)c1ccc(OCC(O)CSc2ncn[nH]2)cc1 (stereo not given)	8	-0.2	11	0	-1	8	-1	-0.2	-1
CCOC(=O)c1ccc(N2C(=O)c3n[nH]c(C)c3C2c2ccc(OC)c(OC)c2)cc1 (stereo not given)	-3	2.0	12	1	1	-29	1	0.0	4
CC(C)(CN=C1NS(=O)(=O)c2ccccc21)CNC(=O)CN1C(=O)c2ccccc2C1=O	-10	4.0	-2	-7	1	13	-8	0.3	1
Cc1ccc(CN2CCCN(C)CC2)c(C)c1	17	-0.8	8	-2	1	-7	1	0.0	1
CCOC(=O)c1sc2ncn(C(CC)C(=O)OCC)c(=O)c2c1C (stereo not given)	-5	1.9	8	2	2	-11	4	0.0	1
C=CCN1C(=O)CSc2ccc(C(=O)NCc3ccco3)cc21	25	-1.8	9	3	-4	2	-2	-0.1	4
COc1ccccc1NNC(=O)C(O)(c1ccccc1)c1ccccc1	-11	-0.5	-11	-4	-6	-5	-1	0.0	-1
O=C(Nc1cccc(S(=O)(=O)N2CCOCC2)c1)c1cn(-c2ccccc2)nc1-c1ccccc1	8	1.2	5	2	0	-12	0	-0.1	22
O=C(CNC(=O)c1ccccc1Br)NCCSc1ccc(Br)cc1	-4	-0.8	-11	-1	-2	-5	1	0.0	-2
CCOP(=O)(OCC)C(NC(=O)c1cc([N+](=O)[O-])cc([N+](=O)[O-])c1)C(F)(F)F (stereo not given)	-8	0.8	9	40*	-1	0	-8	0.3	0
CCc1ccc(N(CC(=O)NC(C)(C)C)C(=O)CNC(=O)c2cccs2)cc1	1	-0.6	-10	-2	0	1	2	-0.1	0
O=C(NCCCCCCNC(=O)c1ccncc1)c1ccncc1	-9	-0.7	-16	-4	1	9	-1	0.1	4
CS(=O)(=O)N1c2ccccc2[C@]2(Br)C[C@H]3C(=O)N[C@@H](Cc4ccccc4)C(=O)N3[C@H]12	-18	-4.1	-1	-2	5	-6	-2	-0.2	-12
CC(C)c1nnc(NC(=O)CSc2nc3ccccc3s2)s1	-17	2.9	-16	6	-1	-10	-1	0.2	-6
CCn1cc(CN2CCc3c([nH]c4ccccc34)C2c2cccc(O)c2)c(C)n1 (stereo not given)	2	-1.2	4	-1	1	-6	-3	0.0	-6
CS(=O)(=O)N(CC(=O)O)c1ccc(C23CC4CC(CC(C4)C2)C3)cc1	9	0.3	-2	1	0	-10	-2	-0.1	9
CCOCCn1c(N2CCCC2)nc2c1c(=O)n(C)c(=O)n2C	6	-1.3	1	-5	-2	-1	-5	0.0	1
COc1ccccc1NC(=S)NCCC(c1ccccc1)c1ccccc1	4	1.8	-8	0	-3	-2	-4	0.1	5
CCOc1ccc(NC(=O)CN(C)C(=O)CSCc2c(C)noc2C)cc1OCC	2	-0.9	5	7	-6	-2	1	0.1	1
CSCCC(=O)N(C)CC1CCN(CCc2cccc(C(F)(F)F)c2)CC1	-7	1.6	0	0	-2	9	-2	-0.1	5
C(CNC1C2CC3CC(C2)CC1C3)CN1CCOCC1 (stereo not given)	-4	-0.1	0	2	-2	0	2	0.0	0
CN(C)S(=O)(=O)c1cccc(C(=O)OCC(=O)Nc2sccc2C#N)c1	-6	-0.1	6	-3	1	-3	14	0.0	17
Cc1cccc(NC(=S)NNC(=O)c2cc3c(s2)CCC(C)C3)c1C (stereo not given)	-6	-0.8	-4	-1	6	3	2	-0.1	8
O=C(O)c1ccc(/C=C/C(=O)c2ccc3c(c2)OCCCO3)cc1	11	0.9	-9	-1	-2	3	2	0.1	-2
CC(O)CNc1nc2ccccc2n1CC(=O)NC12CC3CC(CC(C3)C1)C2 (stereo not given)	-1	0.0	-5	1	-6	-12	-1	-0.1	-2
COc1ccccc1S(=O)(=O)n1cc(Cc2ccccc2)c(N)n1	3	3.7	-1	2	-2	7	1	0.2	-3
S=C(Nc1cccc2ccccc12)NN1CCOCC1	-12	4.8	-10	-1	0	7	-6	0.0	3
CCOc1cc(-n2ncc(C#N)c2N)nc(SC)n1	17	-1.7	13	-4	-2	-3	1	-0.1	10
CCOc1ccc(-c2cc(N)n(S(=O)(=O)c3ccc(OC)c(OC)c3)n2)cc1	-6	4.8	20	0	-2	-7	2	0.3	1
O=C(Nc1cc(C(F)(F)F)ccc1N1CCOCC1)C1CC1	-2	0.8	nt	nt	-3	-3	nt	0.0	nt
CN(Cc1ccccc1)c1nc(-c2cccc([N+](=O)[O-])c2)nc2ccccc12	6	-0.3	-4	-4	-3	5	-1	0.0	0
CSc1nc2c(c(=O)[nH]1)C(c1ccc(F)cc1)CC(=O)N2 (stereo not given)	-2	1.3	-4	-2	-2	-13	-2	-0.2	-1
CCCn1c(=O)c(C(=O)Nc2cccc(C)n2)c(O)c2ccccc21	12	1.0	-11	-2	2	4	1	0.6	3
CCOC(=O)C1CCN(C(=O)CCc2c(C)nc3c(-c4ccc(F)cc4)c(C)nn3c2C)CC1	-10	-0.7	0	1	4	9	-3	0.0	-2
O=c1oc2ccc3ccccc3c2cc1-c1nc2ccccc2o1	-8	0.0	4	2	-3	21	5	0.0	5
O=C(c1noc2c1CCc1ccccc1-2)N1CCOCC1	1	0.7	3	-2	-5	5	-2	0.0	1
CN1CCN(C2=C(Cl)C(=O)N(c3ccc(Cl)c(Cl)c3)C2=O)CC1	9	-0.4	14	40*	2	-9	-4	-0.1	-1
CCN1C(=O)[C@H]2[C@@H](c3ccc(C)cc3)N3C(=O)N(c4ccc(OC)cc4)C(=O)[C@@]3(C)[C@H]2C1=O	9	0.1	14	-1	1	-6	1	0.0	8
COc1ccc(C(=O)Cn2nnc(-c3ccccc3NC(=O)c3ccco3)n2)cc1	-2	0.1	18	1	-1	1	-3	-0.3	8
O=C(CCNS(=O)(=O)c1ccccc1C(F)(F)F)NNC(=O)c1csc(N2CCOCC2)n1	2	-0.8	-7	-14	-5	2	1	0.2	-3
O=c1cc(N2CCN(c3ccccc3F)CC2)[nH]c(=O)n1-c1ccc(Br)cc1	-7	-0.8	6	-4	-5	2	-3	0.4	-24
COc1cccc(C(=O)CN2CCN(S(=O)(=O)c3ccc(Br)cc3)CC2)c1	-4	0.7	8	-1	2	2	-7	-0.2	-2
CCOc1ccc(NC(=O)CN(C)C(=O)Cc2n[nH]c(=O)c3ccccc23)cc1OCC	-3	1.1	nt	nt	-1	1	nt	0.1	nt
COc1ccc(S(=O)(=O)N2CCN(Cc3cc(OC)c(OC)cc3OC)CC2)cc1	-9	1.1	2	-1	0	7	-3	-0.2	5
COc1cc2c(cc1OC)C(C(=O)Nc1ccc(F)c(Cl)c1)CC(=O)N2 (stereo not given)	4	0.0	6	9	-2	10	-2	0.1	-3
O=C(CSCSCC(=O)Nc1ccc2c(c1)OCO2)Nc1ccc2c(c1)OCO2	-6	0.6	8	0	1	20	0	1.7	3
Cc1ccc(-n2nc3c(=O)n(CCCC(=O)N4CCC(C)CC4)nc(C)c3c2C)cc1	-2	2.1	4	-5	-2	18	1	0.0	3
C[C@H](NC(=O)c1ccc(Cl)cc1)C(=O)NNC(=O)c1cccs1	9	-1.0	nt	nt	-1	4	nt	-0.2	nt
CCOC(=O)c1c(NC(=O)C[n+]2ccccc2)sc2c1CCCC2	-12	0.5	3	1	-3	30	3	0.1	-1
COc1ccc(CCNC(=O)c2ccccc2C(=O)NCCc2ccc(OC)c(OC)c2)cc1OC	-22	2.0	-3	-3	0	19	-8	-0.1	-8
C=CCNC(=O)CN(c1ccc(OC)cc1OC)S(C)(=O)=O	11	-0.8	8	3	-3	0	-4	0.0	4
Cc1nnc(-c2cnn(C)c2N)n1Cc1ccc2c(c1)OCO2	-11	-0.8	-12	-1	0	-6	4	0.1	-2
C/C(=N\NC(=O)c1cc(O)ccc1O)c1cccc(NC(=O)c2ccc(Cl)cc2)c1	0	0.0	4	-1	7	23	-2	-0.1	-10
CCOC(=O)C1CCCN(C(=O)c2sc3nc(C)nc(N(CC)CC)c3c2C)C1 (stereo not given)	7	-1.5	1	2	-2	9	-2	0.0	5
CCOC(=O)C1CCN(C(=O)Nc2ccc(OC(F)(F)F)cc2)CC1	6	-1.4	3	1	0	2	3	0.1	-1

One compound at a time, from the list above:
Profile of O=C(CSCSCC(=O)Nc1ccc2c(c1)OCO2)Nc1ccc2c(c1)OCO2 → ZTA counter = -6; PP5 inh = 0.6; EBNA-1 inh = 8; CTSL1 counter = 0; PP1 counter = 1; PREPL inh = 20; TPT1 inh = 0; Efflux pump inh = 1.7; HCV core dimer = 3
Profile of Cc1cccc(NC(=S)NNC(=O)c2cc3c(s2)CCC(C)C3)c1C (stereo not given) → ZTA counter = -6; PP5 inh = -0.8; EBNA-1 inh = -4; CTSL1 counter = -1; PP1 counter = 6; PREPL inh = 3; TPT1 inh = 2; Efflux pump inh = -0.1; HCV core dimer = 8

Later entries:
SMILES	ZTA counter	PP5 inh	EBNA-1 inh	CTSL1 counter	PP1 counter	PREPL inh	TPT1 inh	Efflux pump inh	HCV core dimer
O=C(N/N=C/c1ccccc1OC(=O)c1ccc2c(c1)OCO2)c1ccccc1	-5	2.0	6	-2	2	-2	2	0.1	8
Cc1cccc(NC(=O)CCC(=O)N/N=C/c2cc([N+](=O)[O-])ccc2O)c1	10	-0.3	5	3	3	2	-3	0.7	7
O=C(CN1CCN(S(=O)(=O)c2ccccc2)CC1)Nc1ccc(Cl)cn1	7	-0.7	1	3	1	-13	-1	-0.1	9
CCn1c(=O)c2cc(C(=O)NC(C)C)sc2c2ccccc21	0	-0.2	-13	2	-3	-6	2	0.0	-1
O=C(CCNC(=O)c1ccccc1Cl)Nc1ccc(S(=O)(=O)Nc2ncccn2)cc1	19	0.0	12	-4	-3	-8	1	-0.1	2
CCN1CCN(c2ccc(S(=O)(=O)N3CCOCC3)cc2NC(=O)/C=C/c2ccc(OC)cc2OC)CC1	2	-1.9	0	3	-1	10	4	0.1	3
Cc1cc(C)c(OCCN(C)C)c(Cl)c1	8	-1.4	-9	-11	2	4	0	0.3	-3
NNC(=O)CCCCCCCCCCOCCCCO	-16	4.0	-6	-5	-1	-17	-2	-0.1	-6
CCOC(=O)C(Cc1ccc(NC(=O)/C(=C/c2ccc(OC(C)=O)cc2)NC(C)=O)cc1)N1C(=O)c2ccccc2C1=O (stereo not given)	13	1.9	4	2	-4	6	-1	0.1	5
C/C(CC(=O)NCc1ccc(Cl)cc1)=N\NC(=O)Cc1ccccc1	-1	3.0	1	0	1	2	-1	-0.2	-2
O=C(CCC(=O)NC12CC3CC(CC(C3)C1)C2)NC1CCCCC1	-8	-0.5	-10	-4	1	1	-1	0.7	-8
COC(=O)c1ccc(NC2c3ncccc3C(=O)N2Cc2cccs2)cc1 (stereo not given)	-1	-0.6	14	2	-1	-2	0	0.0	-5

Sorted by formula weight (high to low): three of the compounds above
SMILES	ZTA counter	PP5 inh	EBNA-1 inh	CTSL1 counter	PP1 counter	PREPL inh	TPT1 inh	Efflux pump inh	HCV core dimer
O=C(N/N=C/c1ccccc1OC(=O)c1ccc2c(c1)OCO2)c1ccccc1	-5	2.0	6	-2	2	-2	2	0.1	8
Cc1cccc(NC(=O)CCC(=O)N/N=C/c2cc([N+](=O)[O-])ccc2O)c1	10	-0.3	5	3	3	2	-3	0.7	7
Cc1cc(C)c(OCCN(C)C)c(Cl)c1	8	-1.4	-9	-11	2	4	0	0.3	-3

Only part of the results is shown. The share of hits here may be higher or lower than overall.
